Compound activity deposited in PubChem BioAssay by NMMLSC.
RPL19A-GFP yeast: alters RPL19A-GFP fluorescence in TOR pathway yeast screen; AID 2025; percent response vs DMSO, % at 10 µM; hit rate 0.3% among 330,000; S. cerevisiae RPL19A-GFP strain, flow cytometry, 3 h; hits give low values;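 active means percent response vs DMSO below 50%; inconclusive means fewer than 70 events counted for the yeast strain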;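 further: median channel GFP fluorescence of the barcoded RPL19A-GFP strain; ratio of sample median GFP to plate DMSO average so 100% = DMSO; lower means less RPL19A-GFP as with rapamycin TOR inhibition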
VLA-4 inh: inhibition in a human VLA-4 binding assay; VLA-4 expressing cells, ligand binding flow cytometry; inhibition, % (about 7 µM as worked out from the volumes in the protocol); hit rate 0.2% among 330,000; AID 2557; in the data active means inhibition above about 50%
GRK2 aptamer HTS: blocks RNA aptamer binding to human GRK2; bead flow cytometry, FAM-aptamer displacement from GRK2; inhibition of aptamer binding, % at 10 µM; hit rate 0.59% among 330,000; AID 488847;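 active means inhibition of aptamer binding above 40%, roughly 3 SD of noise, on plates passing a quality check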;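 further: median bead fluorescence of bound FAM aptamer so fluorescent compounds give negative values; no value below 0 was filed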
Target sequence (P25098 whole entry, looked up): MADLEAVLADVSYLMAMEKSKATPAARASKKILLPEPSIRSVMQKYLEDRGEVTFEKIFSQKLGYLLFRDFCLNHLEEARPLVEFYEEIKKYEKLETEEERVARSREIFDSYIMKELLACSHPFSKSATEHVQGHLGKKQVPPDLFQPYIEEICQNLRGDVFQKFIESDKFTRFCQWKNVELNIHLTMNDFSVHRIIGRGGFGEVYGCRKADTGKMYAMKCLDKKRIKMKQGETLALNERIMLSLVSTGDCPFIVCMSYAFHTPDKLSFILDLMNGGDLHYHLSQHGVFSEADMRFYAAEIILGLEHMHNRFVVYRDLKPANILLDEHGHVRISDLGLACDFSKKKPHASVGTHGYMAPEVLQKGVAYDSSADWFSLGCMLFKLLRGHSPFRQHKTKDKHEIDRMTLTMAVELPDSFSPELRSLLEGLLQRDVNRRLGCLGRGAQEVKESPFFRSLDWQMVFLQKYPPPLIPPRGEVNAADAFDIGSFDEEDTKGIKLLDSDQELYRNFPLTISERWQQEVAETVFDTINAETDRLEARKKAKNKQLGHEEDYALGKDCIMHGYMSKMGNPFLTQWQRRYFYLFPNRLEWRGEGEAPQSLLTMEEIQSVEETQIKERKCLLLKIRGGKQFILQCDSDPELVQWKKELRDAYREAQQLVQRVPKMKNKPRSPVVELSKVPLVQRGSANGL
CIT2-GFP yeast: yeast TOR pathway CIT2-GFP modulation | S. cerevisiae CIT2-GFP strain, flow cytometry, 3 h; 100 means same as DMSO wells | GFP response vs DMSO, % at 10 µM | hit rate 0.065% among 320,000 | AID 2029;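 active means GFP response relative to DMSO above a set limit, near the screen mean plus 3 SD, cut at about 150% in these data; inconclusive means Fewer than 70 cells measured for a yeast strain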;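 further: ratio of well median GFP fluorescence to mean of DMSO wells on the plate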
CR mimetic SO: lowers age-related superoxide in aged yeast cells | S. cerevisiae aged cells, superoxide DHE fluorescence; hits give low values | AID 2690 | superoxide response (% of plate mean), % at 10 µM | hit rate 0.18% among 330,000;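 active means superoxide response under a set limit, about three screen SD below normal, cut at about 65% in these data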;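 further: yeast aged for seven days with compound at 30 °C before DHE staining; 100% = average MFI of all compound-treated wells on the plate with controls excluded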
AGP1-GFP MLPCN: alters AGP1-GFP fluorescence in TOR pathway yeast screen. GFP response vs DMSO, % at 10 µM. hit rate 0.02% among 320,000. S. cerevisiae AGP1-GFP multiplex flow cytometry, 3 h; GFP as percent of DMSO wells;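 active means GFP response relative to DMSO above a set limit, near screen average plus 3 SD, cut at about 150% in these data; inconclusive means fewer than 70 cells counted for the yeast strain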;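 further: median GFP channel fluorescence of the gated AGP1 strain per well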
LAP4-GFP MLPCN: modulators of TOR pathway LAP4-GFP in S. cerevisiae; S. cerevisiae LAP4-GFP multiplex, flow cytometry GFP, 3 h; median GFP as percent of DMSO wells; GFP response vs DMSO, % at 10 µM; hit rate 0.34% among 320,000;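 active means GFP response vs DMSO above a set limit, about the screen mean plus 3 SD, cut at about 150% in these data; inconclusive means under 70 cell events counted for the yeast strain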
MEP2-GFP yeast: modulators of TOR pathway MEP2-GFP in S. cerevisiae. S. cerevisiae MEP2-GFP strain, flow cytometry GFP, 3 h; 100% = DMSO control level. GFP response vs DMSO, % at 10 µM. hit rate 0.51% among 330,000;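 active means GFP response versus DMSO above a set limit, roughly screen mean plus 3 SD, cut at about 180% in these data; inconclusive means fewer than 70 cells counted for a yeast strain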;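 further: median GFP fluorescence of the barcode-gated MEP2-GFP cells per well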
Active calls of the source: *; ? = inconclusive; · = no result given; [ ] = remark or other dose.

SMILES | RPL19A-GFP yeast | VLA-4 inh | GRK2 aptamer HTS | CIT2-GFP yeast | CR mimetic SO | AGP1-GFP MLPCN | LAP4-GFP MLPCN | MEP2-GFP yeast
CCc1ccc(NC(=O)C(C)n2nc(C)c([N+](=O)[O-])c2C)cc1 (stereo not drawn) | 98.2 | 6.1 | 0.0 | 93.7 | 102.7 | 89.7 | 90.1 | 102.0
CCOC(=O)c1c(NC(=O)CSc2nnnn2C)sc(CC)c1C | 102.2 | 8.8 | 0.0 | 95.3 | 106.0 | 106.3 | 111.3 | 107.3
COc1cc(C(=O)OCCN2CCOCC2)cc(OC)c1OC | 93.3 | 14.2 | 3.0 | 84.8 | 105.0 | 87.8 | 85.3 | 93.9
O=C(N/N=C/c1ccc(O)c(O)c1)c1cc(-c2ccccc2)nc2ccccc12 | 104.2 | 8.6 | 3.0 | 105.4 | 93.7 | 101.3 | 89.3 | 102.9
CCCCOc1ccc(Nc2nc(C)cc(C)c2C#N)cc1 | 101.0 | 5.7 | 2.0 | 101.5 | 112.3 | 98.9 | 106.1 | 105.3
O=C(CSc1nc(C2CCCCC2)nc2ccccc12)NCc1ccco1 | 103.5 | 15.6 | 2.0 | 95.1 | 89.0 | 100.0 | 94.3 | 100.8
Cc1ccc(Cn2c(C3CCCN3c3nc(C)cs3)nc3cc(C(=O)NCCCO)ccc32)cc1 (stereo not drawn) | 96.3 | 36.6 | 2.0 | 97.9 | 88.9 | 96.8 | 88.7 | 90.1
CC(c1cccnc1)N(C(=O)Nc1ccccc1)C1CCCCC1 (stereo not drawn) | 100.4 | 2.0 | 0.0 | 94.2 | 100.9 | 105.9 | 101.7 | 99.5
O=C(Nc1nnc(C2CC2)s1)c1n[nH]c(=O)c2ccccc12 | 113.4 | -5.2 | 4.0 | 99.0 | 93.2 | 94.6 | 86.1 | 103.2
CCOc1ccc(C2(C)CC(=O)N(C)C2=O)cc1 (stereo not drawn) | 100.4 | 6.4 | 0.0 | 107.5 | 98.7 | 100.2 | 85.2 | 96.4
Cc1cc2c(ncn2C)c(NS(=O)(=O)c2ccc(F)cc2)c1C | 104.0 | -0.5 | 2.0 | 102.7 | 101.0 | 100.9 | 90.6 | 105.2
COc1cc(S(=O)(=O)NC2CCCC2)c(OC)cc1Cl | 99.9 | -4.4 | 5.0 | 108.1 | 87.0 | 104.8 | 107.0 | 108.3
COc1ccc(CCNC(=O)CCC(=O)N2CCN(S(=O)(=O)c3ccc(Cl)cc3)CC2)cc1OC | 99.0 | -15.8 | 0.0 | 108.5 | 114.3 | 100.4 | 95.8 | 101.7
O=C(COC(=O)C1CC(=O)N(Cc2ccco2)C1)c1ccc(OC(=O)c2ccccc2)cc1 (stereo not drawn) | 101.6 | -12.4 | 13.0 | 89.2 | 87.2 | 97.6 | 100.1 | 105.7
Cc1ccc2c(=O)cc(C(=O)NCCc3ccc(S(N)(=O)=O)cc3)oc2c1C | 98.5 | -0.2 | 0.0 | 98.1 | 98.6 | 93.5 | 83.9 | 92.9
NNC(=O)c1cnn(Cc2ccccc2)c1N | 93.8 | 3.1 | 2.0 | 91.2 | 95.4 | 93.2 | 94.4 | 100.8
O=C(c1cccs1)N1CCN(c2cccc(Cl)c2)CC1 | 105.0 | 3.5 | 2.0 | 97.2 | 102.0 | 92.3 | 97.2 | 103.5
CN1CCCN(Cc2nc(-c3cccc(C(F)(F)F)c3)no2)CC1 | 100.6 | -2.7 | 0.0 | 98.3 | 93.8 | 103.1 | 104.6 | 99.8
COc1ccc(NC(=O)CN(c2ccc(C)cc2)S(=O)(=O)c2c(C)nn(C)c2C)cc1 | 95.0 | -2.7 | 0.0 | 91.7 | 101.2 | 94.3 | 88.4 | 87.9
COc1ccc(CNC(=O)C2CCN(C(=O)c3ccc(-c4ccccc4)cc3)CC2)cc1 | 101.6 | 4.8 | 0.0 | 101.8 | 102.6 | 98.7 | 102.8 | 103.5
COc1cccc(C(=O)Oc2ccc3ccc(=O)oc3c2)c1 | 86.4 | -0.1 | 0.0 | 80.0 | 100.7 | 83.2 | 94.4 | 83.0
CC1CN(C(=O)CSc2nc(-c3ccc(F)cc3)cs2)CC(C)O1 (stereo not drawn) | 92.5 | 1.3 | 1.0 | 95.9 | 87.5 | 87.4 | 89.5 | 93.0
COc1cccc(CNC(=O)CN(c2cc(C)cc(C)c2)S(=O)(=O)c2c(C)noc2C)c1 | 102.8 | -2.8 | 0.0 | 105.3 | 88.4 | 106.6 | 96.7 | 97.8
COC(=O)c1ccc(C2OCC(C)(C)CO2)cc1 | 88.9 | -3.4 | 1.0 | 65.5 | 97.2 | 81.7 | 86.3 | 100.3
COc1ccc(/C=N/Nc2ccccn2)cc1OC | 94.4 | 2.2 | 0.0 | 87.2 | 87.3 | 97.4 | 95.9 | 92.0
O=C(Nc1ccccc1Cl)C1CCN(Cc2cnn(-c3ccccc3)c2-n2cccc2)CC1 | 100.0 | 9.0 | 0.0 | 91.7 | 100.4 | 95.1 | 99.2 | 92.7
O=C1C(Cl)=C(NCC2CCCO2)C(=O)N1Cc1ccccc1 (stereo not drawn) | 89.5 | 1.9 | 3.0 | 90.9 | 100.2 | 94.1 | 92.2 | 96.6
Cc1cccc(C(=O)N2N=C(c3ccc(NS(C)(=O)=O)cc3)CC2c2cccs2)c1 (stereo not drawn) | 35.0*[may fluoresce violet] | 5.1 | 0.0 | ? | 109.2 | ? | 63.1[may fluoresce violet] | 352.3*[may fluoresce violet]
Cc1cc(Cl)ccc1C(=O)C1CCCN(C(=O)CCn2cncn2)C1 (stereo not drawn) | 100.7 | 19.8 | 2.0 | 104.3 | 97.7 | 101.0 | 100.8 | 102.9
CCOC(=O)[C@H]1[C@H]2COc3ccc(C)cc3[C@@H]2N2C(=O)[C@@H](C)NC(=O)[C@@]12C | 94.5 | 19.2 | 2.0 | 92.7 | 81.6 | 95.6 | 93.3 | 95.2
CC(C)(NC(=O)c1cc(Cl)c2ccccc2c1O)C(=O)O | 103.1 | 7.4 | 0.0 | 95.8 | 102.3 | 91.4 | 89.5 | 100.0
COc1cc(C(=O)NCCC(=O)NCCN2CCCCCC2)cc(OC)c1OC | 90.7 | 7.2 | 0.0 | 99.5 | 85.5 | 90.6 | 93.8 | 101.9
Cc1onc(-c2ccccc2)c1C(=O)Nc1nc2c(s1)CCCC2 | 97.8 | -7.9 | 4.0 | 89.6 | 113.0 | 103.3 | 110.4 | 102.5
CCOc1ccc(N(C(=O)c2ccc(S(=O)(=O)N3CCCC3)cc2)C2C=CS(=O)(=O)C2)cc1 (stereo not drawn) | 95.2 | 3.9 | 0.0 | 97.3 | 103.4 | 105.6 | 104.5 | 95.6
COc1cc(CO)ccc1OCc1ccc(Cl)nc1 | 93.1 | 20.5 | 1.0 | 95.2 | 115.5 | 96.1 | 101.6 | 94.2
CCC(=O)Oc1ccc(C(=O)Nc2cccc(C(=O)c3ccccc3)c2)cc1 | 105.4 | 3.5 | 0.0 | 116.8 | 95.3 | 112.2 | 99.3 | 103.5
CC(=O)Nc1ccc(S(=O)(=O)Nc2ccc3c(c2)OCCO3)cc1Cl | 94.3 | -5.7 | 9.0 | 96.0 | 96.5 | 101.7 | 105.2 | 89.9
CN1/C(=C\C(=O)c2ccccc2Cl)c2ccccc2CC1(C)C | 94.8 | 10.1 | 0.0 | 102.4 | 96.2 | 98.6 | 96.8 | 98.2
O=C(NCc1ccco1)c1ccc(COc2ccccc2[N+](=O)[O-])o1 | 94.1 | 4.5 | 2.0 | 98.4 | 100.6 | 104.7 | 104.5 | 94.7
CN(C)C(=O)CSc1nnc2sc3ccccc3n12 | 98.1 | -4.0 | 6.0 | 103.7 | 93.9 | 96.8 | 100.0 | 92.1
CC(C)c1ccccc1NC(=O)Cn1c(/C=C/c2ccccc2)nc2ccccc21 | 95.9 | 5.8 | 0.0 | 107.0 | 96.4 | 106.5 | 102.7 | 100.6
Cc1nn(CSc2c(F)c(F)c(F)c(F)c2F)c(C)c1[N+](=O)[O-] | 98.4 | 10.9 | 1.0 | 91.5 | 101.5 | 96.6 | 96.5 | 100.0
COC(=O)c1scc(C)c1NC(=O)c1ccc(Cl)cc1 | 97.2 | -10.8 | 1.0 | 89.0 | 113.5 | 86.7 | 100.4 | 101.8
CC1CCCC(NC(=O)C2CC(=O)N(Cc3ccccc3)C2)C1C (stereo not drawn) | 104.9 | -9.2 | 0.0 | 109.2 | 101.2 | 103.8 | 100.9 | 104.2
CCn1c2ccccc2c2cc(NC(=O)CSc3nnc(-c4ccccc4)o3)ccc21 | 102.2 | 12.1 | 0.0 | 97.3 | 108.7 | 103.6 | 110.7 | 112.2
O=C(CCc1nnc(CCc2ccccc2)o1)NC(c1cccnc1)C(F)(F)F (stereo not drawn) | 103.9 | 2.2 | 0.0 | 100.2 | 93.5 | 116.8 | 107.1 | 112.5
O=C(Nc1ccc(OCC(=O)N2CCOCC2)cc1)c1cncc(Br)c1 | 98.9 | 1.4 | 0.0 | 104.9 | 109.4 | 99.1 | 94.1 | 98.1
CCCOC(=O)C1=C(C)NC2=C(C(=O)CCC2)C1c1cc(OC)ccc1OC (stereo not drawn) | 101.2 | 9.2 | 2.0 | 98.4 | 85.7 | 106.8 | 104.4 | 104.3
COc1cc(-c2nc(-c3ccc4c(c3)-c3ccccc3S4(=O)=O)c(-c3ccccc3)[nH]2)cc(OC)c1O | 95.6 | 2.8 | 2.0 | 92.3 | 103.2 | 100.9 | 100.3 | 97.7
CSc1nc2c(cc1C#N)C(=O)CC(C)(C)C2 | 96.5 | 13.8 | 0.0 | 84.1 | 95.0 | 100.6 | 109.5 | 87.8

A few values from the list:
LAP4-GFP MLPCN, CC1CCCC(NC(=O)C2CC(=O)N(Cc3ccccc3)C2)C1C (stereo not drawn) stands at 100.9
CR mimetic SO, COC(=O)c1scc(C)c1NC(=O)c1ccc(Cl)cc1 stands at 113.5

(more compounds)
SMILES | RPL19A-GFP yeast | VLA-4 inh | GRK2 aptamer HTS | CIT2-GFP yeast | CR mimetic SO | AGP1-GFP MLPCN | LAP4-GFP MLPCN | MEP2-GFP yeast
COc1ccc2[nH]c3c(c2c1)CCN1C(=O)N([C@@H](C)C(=O)NCCc2ccc(OC)c(OC)c2)C(=O)[C@]31C | 98.8 | -19.1 | 0.0 | 105.7 | 80.6 | 104.2 | 99.9 | 107.3
COc1cc(C(=O)OC(C)C(=O)N2CCc3ccccc3C2)ccc1OCC(=O)N1CCOCC1 (stereo not drawn) | 94.6 | 9.8 | 0.0 | 95.6 | 102.1 | 100.5 | 100.5 | 109.3
CC(=O)NS(=O)(=O)c1ccc(NC(=O)c2ccc(-n3nc(C)cc3C)cc2)cc1 | 97.4 | 1.3 | 0.0 | 99.9 | 101.9 | 101.2 | 103.7 | 99.1
Cc1ncc([N+](=O)[O-])n1Cc1ccc(Cl)cc1 | 108.1 | -2.2 | 2.0 | 107.2 | 97.8 | 103.4 | 99.7 | 103.1
COc1ccc(S(=O)(=O)Nc2ccc(S(=O)(=O)N3CCOCC3)cc2)cc1C | 95.2 | -0.8 | 0.0 | 97.7 | 106.2 | 98.6 | 93.2 | 97.5
O=C(c1ccccc1)N1CCN(Cc2ccccc2)CC1 | 113.0 | 3.6 | 2.0 | 83.0 | 100.9 | 86.8 | 76.2 | 96.7
Cc1ccc(-c2nn3c(C)nnc3s2)cc1NC(=O)c1cccnc1 | 99.4 | -0.9 | 2.0 | 103.9 | 93.1 | · | 99.5 | 97.9
COc1cccc(NC(=O)c2oc3ccccc3c2NC(C)=O)c1 | 110.9 | 8.3 | 1.0 | 97.6 | 109.1 | 112.0 | 119.7 | 119.0
